West Nile virus CPE – West Nile virus antiviral activity, cell-based, CPE readout (AID 1621); West Nile virus-infected cells, CPE inhibition; higher % means a stronger effect; CPE inhibition, % at 10 µM, or IC50 in µM where a hit was titrated; actives 0.02% (n = 290,000); in the data active = a potency from the dose series; also: strong numbers were not always called active
HIV peptide binding – inhibitors of HIV fusion peptide binding, primary screen, biochemical, uHTS, fluorescence dequenching (AID 1986). cell-free peptide binding, fluorescence dequenching, 30 min; higher % means a stronger effect. inhibition, % at 20 µM; hits with a dose series show IC50 in µM. actives 0.3% (n = 290,000); in the data active = inhibition mostly above about 52%, no sharp cut-off; inactive = mostly below about 76%; also: some results filed as inactive read as strong as hits
HEK293 NOD2/NF-kB – NOD2 signaling inhibitors, cell-based, luminescence, uHTS, HEK293 (AID 1566). HEK293 NOD2/NF-kB luciferase reporter, luminescence; higher % means a stronger effect. inhibition, % at 4 µM, or EC50 in µM where a hit was titrated. actives 0.63% (n = 290,000); also: many of its hits are not listed in these tables
KOR beta-arrestin-1 – KOR antagonists, beta-arrestin recruitment, cell-based, luminescence, uHTS (AID 1778). Kappa-type opioid receptor (Homo sapiens). KOR beta-arrestin recruitment, luminescence, antagonist mode; higher % means a stronger effect. inhibition, % at 10 µM; hits with a dose series show IC50 in µM. actives 0.091% (n = 290,000); also: strong numbers were not always called active
Yfh1-off respiration – enhancers of respiration in Yfh1-depleted yeast, dose response, Friedreich's ataxia, plus single-dose screen (AID 1465). actives 0.074% (n = 220,000). one-dose fold induction at 50 µM; EC50 in µM for titrated hits. S. cerevisiae Yfh1-off respiration, WST-1 reduction, 72 h; higher fold induction means a stronger effect;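 active = fold induction of absorbance versus untreated yeast above a set limit, then at least 30% activation at any dose in follow-up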;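 also: activators that raise dye reduction in frataxin-depleted yeast; strong numbers were not always called active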
NS5 inhibitors – Dengue-2 NS5 methyltransferase inhibitors, primary screen, biochemical, confirmation dose response (AID 588689). actives 0.3% (n = 340,000). Dengue-2 NS5 methyltransferase capping enzyme assay, biochemical; higher % means a stronger effect. inhibition, % at 25 µM, or IC50 in µM where a hit was titrated. Genome polyprotein (Dengue virus type 2 (strain 16681-PDK53)); in the data active = a potency from the dose series
NOD1 inhibition – NOD1 signaling inhibitors, primary screen, cell-based, luminescence, uHTS (AID 1578); NOD1-driven NF-kB luciferase reporter cells, luminescence; higher % means a stronger effect; actives 1% (n = 290,000); inhibition, % at 4 µM; hits with a dose series show EC50 in µM; in the data active = inhibition mostly above about 36%, no sharp cut-off; inactive = mostly below about 34%;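 also: HEK-293T reporter cells stimulated with the NOD1 agonist gamma-tri-DAP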
KOR beta-arrestin-2 – KOR agonists, beta-arrestin recruitment, primary screen, cell-based, luminescence, uHTS (AID 1777) | Kappa-type opioid receptor (Homo sapiens) | KOR beta-arrestin recruitment, luminescence; higher % means a stronger effect | activation, % at 10 µM, or EC50 in µM where a hit was titrated | actives 0.02% (n = 280,000); in the data active = activation above about 50%, passing the limit was not always enough; also: a part of the inactive calls stands beside numbers as strong as those of hits
AID2073 – inhibitors of Mint1-CaV2.2 protein interaction, biochemical, HTRF (AID 2073); HTRF protein-protein interaction, Mint1-CaV2.2; higher % means a stronger effect; inhibition, % at 20 µM, or IC50 in µM where a hit was titrated; actives 0.19% (n = 290,000); in the data active = inhibition mostly above about 51%, no sharp cut-off; also: some results filed as inactive read as strong as hits
NS5 inhibitors pilot replicate – second read-out of NS5 inhibitors, no call of its own (marks repeat the call); inhibition, %; measured here: pilot screen replicate inhibition
An asterisk follows results filed as active; i = inactive; · = not tested or not shown; [ ] = dose if it differs, or a comment. Rule as the data show it, unless noted: active = inhibition above about 50%; inactive = the rest.

SMILES	West Nile virus CPE	HIV peptide binding	HEK293 NOD2/NF-kB	KOR beta-arrestin-1	Yfh1-off respiration	NS5 inhibitors	NOD1 inhibition	KOR beta-arrestin-2	AID2073	others
CCOc1ccc(S(=O)(=O)Nc2ncn[nH]2)cc1	-0.1%	1.3%	9%	-14%	·	-5%	-25%	-3.4%	8%
COc1ccc(/C=C/C(=O)NC(=S)Nc2ccc(S(=O)(=O)Nc3nccnc3OC)cc2)cc1	0.2%	61%	4%	19%	i	1%	-16%	0.7%	1%
COc1ccccc1CC(=O)N1CCOCC1	-0.5%	0.7%	-8%	-45%[20 µM]	·	5%	-31%	2.9%	-3%	NS5 inhibitors pilot replicate=-1.8
CCc1nccn1CCC(=O)N1CCCC(N2CCN(c3ccccc3F)CC2)C1 (configuration not stated)	-0.8%	-0.1%	10%	9%	·	-5%	-29%	-2.4%	15%
Cc1ccc(NC(=O)C2CCN(S(=O)(=O)c3ccccc3)CC2)cc1	-1.0%	0.4%	12%	-17%	i	-5%	4%	-2.2%	10%
COc1ccc(/C=C/C(=O)C2CC2)cc1COc1c(C)cccc1C	0.7%	-2.5%	1%	6%	i	-10%	-11%	-1.5%	7%
O=C(CCN1C(=O)CSC1=O)Nc1ccc(Br)cc1	0.1%	4.7%	9%	6%	i	-2%	2%	-0.4%	14%
Cc1c(CNCCCc2ccccc2)c(C(=O)O)c(C)n1Cc1ccccc1	0.8%	-0.9%	14%	6%	i	-3%	-1%	-2.3%	-1%
O=C(Nc1nc(-c2ccccn2)cs1)C12CC3CC(CC(O)(C3)C1)C2	0.7%	-0.2%	-54%	-17%	i	0%	-56%	2.2%	30%
Cc1cccc(NC(=O)Cn2cc(C=O)c3ccccc32)c1	0.1%	-1.8%	38%	-5%	·	-34%	7%	1.9%	12%
O=C(NCCc1ccc(Cl)cc1)C1CCCN(S(=O)(=O)c2cnc[nH]2)C1 (configuration not stated)	0.5%	1.1%	-13%	-6%	i	-2%	4%	3.3%	0%
O=[N+]([O-])c1cc(Cl)cc(C2=NCCN2)c1	-0.6%	8.8%	9%	-3%	i	-1%	14%	-3.5%	3%

Gathered by group: those above with a halogen.
SMILES	West Nile virus CPE	HIV peptide binding	HEK293 NOD2/NF-kB	KOR beta-arrestin-1	Yfh1-off respiration	NS5 inhibitors	NOD1 inhibition	KOR beta-arrestin-2	AID2073	others
CCc1nccn1CCC(=O)N1CCCC(N2CCN(c3ccccc3F)CC2)C1 (configuration not stated)	-0.8%	-0.1%	10%	9%	·	-5%	-29%	-2.4%	15%
O=C(CCN1C(=O)CSC1=O)Nc1ccc(Br)cc1	0.1%	4.7%	9%	6%	i	-2%	2%	-0.4%	14%
O=C(NCCc1ccc(Cl)cc1)C1CCCN(S(=O)(=O)c2cnc[nH]2)C1 (configuration not stated)	0.5%	1.1%	-13%	-6%	i	-2%	4%	3.3%	0%
O=[N+]([O-])c1cc(Cl)cc(C2=NCCN2)c1	-0.6%	8.8%	9%	-3%	i	-1%	14%	-3.5%	3%

The results go on:
SMILES	West Nile virus CPE	HIV peptide binding	HEK293 NOD2/NF-kB	KOR beta-arrestin-1	Yfh1-off respiration	NS5 inhibitors	NOD1 inhibition	KOR beta-arrestin-2	AID2073	others
COc1cc(/C=C2/C(=N)N3N=C(CC(=O)N4CCOCC4)SC3=NC2=O)ccc1OCc1ccccc1	0.4%	22%	4%	-8%	·	2%	8%	-5.0%	18%
CNc1ccccc1NC(=O)CCn1c(=S)oc2ccccc21	0.7%	0.2%	24%	11%	i	-2%	9%	0.2%	-10%
Cc1oc(C(C)(C)C)cc1C(=O)NCc1ccc2c(c1)OCO2	-1.0%	-1.2%	0%	0%	i	-5%	3%	-2.6%	6%
COc1ccc(NS(=O)(=O)c2cccc(C(=O)NC3CCN(Cc4ccccc4)CC3)c2)cc1	-0.5%	-0.8%	45%	-19%	·	-3%	14%	4.4%	7%
COc1ccc(CN2CCNC(=O)C2CC(=O)N(Cc2nccn2C)C(C)C)c(OC)c1 (configuration not stated)	0.3%	-2.2%	-16%	5%	i	-3%	4%	2.7%	-10%
O=C(N=Nc1c(O)[nH]c2ccccc12)c1ccccc1NS(=O)(=O)c1cccs1	-0.2%	2.2%	6%	·	i	-8%	-14%	-1.4%	-2%
O=C(/C=C/Nc1cccc(C(F)(F)F)c1)c1ccc(Oc2ncccn2)cc1	·	-2.4%	-11%	-1%	·	2%	5%	2.1%	9%
Cn1c(CSCc2ccc(Cl)cc2)nnc1SCC(=O)Nc1nc2ccccc2s1	-0.2%	-2.2%	16%	-263%	i	-1%	1%	0.9%	6%
CC1=CC(C)(C)NC(=S)N1c1cccc2cc(S(=O)(=O)O)ccc12	-0.4%	36%	24%	20%	i	21%	-10%	-1.6%	4%
O=C(NCCc1ccccc1)c1ccc(CS(=O)(=O)c2ccc(Br)cc2)o1	-0.2%	-1.3%	2%	0%	·	-6%	-49%	-0.5%	-1%
CCOC(=O)C1(Cc2cccc(F)c2)CCN(C(=O)c2cnccn2)CC1	-0.2%	-0.7%	13%	-30%[20 µM]	i	-7%	-31%	·	6%
CC(=O)c1cccc(NC(=O)CCCN(C)S(=O)(=O)c2ccc(F)cc2)c1	-0.6%	-1.1%	10%	10%	·	-4%	-6%	-2.6%	10%
CCCNC(=O)Cn1nc(C(F)(F)F)c2c1CCCC2	-0.2%	0.7%	-9%	-18%	·	2%	-40%	-0.4%	6%
CCOc1ccc(/C=C/C2=Cc3c(sc(NC(=O)CSc4n[nH]c(N)n4)c3C#N)C(C)(C)C2)cc1	0.1%	62%*	21%	-5%	i	-30%	-30%	3.2%	13%
CCCc1nc2oc3c(NCCCN(C)C)ncnc3c2c2c1CCCC2	-1.4%	-1.0%	5%	-22%	i	·	4%	-1.1%	-7%
CCOC(=O)C1CCCN(C(=O)Nc2c(-c3ccccc3)noc2C)C1 (configuration not stated)	0.0%	-2.3%	6%	18%	i	-7%	-8%	2.7%	16%
CC1CCCCN1Cc1ccc(N)cc1 (configuration not stated)	0.1%	-1.4%	-5%	-2%	i	7%	-4%	8.0%	-3%
O=C(NC(=S)N1CCCCCC1)c1ccccc1	1.4%	1.2%	9%	0%	·	1%	-46%	-2.3%	-5%
CCCCC1CC1C(=O)Nc1ccc(OC)c(OC)c1 (configuration not stated)	-0.1%	-1.3%	-4%	21%	i	-4%	-31%	-2.4%	-2%
CCO[C@H]1OC(C(=O)Nc2ccccc2)=C[C@@H](C)[C@@H]1CCCO	0.1%	1.8%	3%	1%	i	3%	-5%	-5.8%	2%
CCN1CCN(CCCNC(=O)C2CCCN(c3nnc(-n4cccc4)s3)C2)CC1 (configuration not stated)	-0.3%	-2.1%	16%	-9%	i	-1%	-19%	1.7%	11%
C/[N+]([O-])=C\c1ccc([N+](=O)[O-])o1	0.1%	6.2%	-5%	5%	i	-10%	-36%	-3.3%	9%
CC(C)(C)c1ccc(C(=O)c2cn[nH]c2-c2ccccc2O)cc1	-0.7%	-2.0%	-22%	-4%	·	-7%	-15%	-6.7%	5%
CC(=O)NCCC(=O)Nc1cc(F)ccc1C	0.1%	-1.8%	7%	-11%	i	-3%	-24%	-8.8%	14%
Cc1ccc(/C=C/C(=O)NCCCN2CCN(CCCNC(=O)/C=C/c3ccc(C)o3)CC2)o1	-0.7%	1.9%	8%	-3%	i	2%	-22%	0.8%	-11%
CCCCNC(=S)NNC(=O)c1ccoc1C	0.2%	-4.0%	16%	9%	i	2%	13%	1.7%	-28%
CC(C)N(C(=O)CSc1nnc(NC(=O)c2ccco2)s1)C(C)C	0.6%	-1.3%	0%	8%	i	-1%	-34%	-0.1%	7%
NC(=O)C[C@@H]1NC(=O)c2cc([N+](=O)[O-])cc(F)c2NCCCC[C@@H](C(N)=O)NC(=O)[C@H](CO)NC1=O	0.8%	1.4%	9%	35%	i	·	-15%	-1.7%	-25%
O=C(N/N=C/c1ccc([N+](=O)[O-])o1)c1cc(-c2ccc(-c3ccccc3)cc2)nc2ccccc12	0.6%	57%	-234%	-118%[20 µM]	i	13%	19%	-1.0%	59%*
S=C1N(c2ccccc2)CN(C2CCCCC2)CN1c1ccccc1	-0.2%	-0.1%	7%	-17%	i	4%	-10%	5.6%	-8%
CC(c1ccccc1)n1cc(C(=O)NCC2CCCO2)nn1 (configuration not stated)	0.1%	4.2%	2%	-2%	i	1%	-10%	-1.1%	6%
CCOC(=O)C(=CNNc1cccc(Cl)c1)C(=O)OCC	0.0%	-1.0%	-13%	37%	i	-7%	-1%	4.9%	-5%
CCOc1ccc(C(c2c(NC(=O)c3ccccc3)sc(C)c2C)N2CCN(CCO)CC2)cc1 (configuration not stated)	-1.3%	-2.8%	12%	-9%	i	-4%	16%	1.1%	4%
CCOCCN(C(=O)c1ccccc1Cl)c1cccc(C)c1C	-0.2%	1.8%	19%	6%	i	·	2%	-1.7%	-4%
COC(=O)N1C(=O)[C@](CC(C)C)(c2ccccc2)N1C(=O)OC	0.2%	-1.1%	·	-15%[20 µM]	·	-11%	·	2.0%	4%
CCCN(CCC)C(=O)C1CCN(c2ccc(S(=O)(=O)N3CCOCC3)cc2[N+](=O)[O-])CC1	-1.0%	0.7%	-9%	13%	·	-7%	-29%	-3.2%	8%
CCN1N=C(c2ccccc2)Cn2c1nc1ccccc12	0.4%	-1.6%	12%	-18%	i	·	7%	-0.4%	21%
CCOc1cc(C(=O)Nc2cccc(C(C)=O)c2)ccc1OCC(=O)N1CCCCC1	·	0.0%	-18%	-8%	i	-2%	-28%	0.4%	1%
CS(=O)(=O)c1ccccc1C(=O)Nc1ccc(-c2nc3ccccc3[nH]2)cc1	0.5%	-1.4%	-11%	-16%	·	0%	-38%	1.9%	2%
CCc1c(C)nc(SCc2ccccn2)[nH]c1=O	-0.1%	-0.6%	-18%	-29%	i	-7%	-48%	0.8%	-3%
CC(C)c1ccc(C2CC(=O)c3cnc(NC(=O)c4ccco4)nc3C2)cc1 (configuration not stated)	-0.1%	1.1%	-37%	-39%	·	5%	6%	1.7%	3%
COc1cc(N(C)C)c(NC(C)=O)cc1C(=O)O	0.5%	-0.2%	-2%	-38%	i	3%	-1%	0.2%	0%	NS5 inhibitors pilot replicate=-0.3
O=C(COC(=O)CCCN1C(=O)c2ccccc2C1=O)Nc1ncc(Cl)cc1Cl	-0.1%	-2.7%	17%	14%	i	5%	5%	3.0%	5%
COc1cc(/C=C2/SC(=S)N(CC(=O)NC(C)(C)C)C2=O)cc(OC)c1OC	0.8%	-1.7%	0%	-13%	i	-6%	2%	10%	2%
Cc1ccc(/C=C2\C(=N)N3N=C(CC(=O)N4CCCCC4)SC3=NC2=O)cc1	0.6%	14%	14%	-12%	·	-4%	-26%	-1.5%	10%
CCOc1ccc(N(CCCCO)C(=S)NC(=O)c2ccc(C)c(Br)c2)cc1	-0.7%	-1.5%	2%	14%	i	2%	-32%	-3.1%	27%
O=C(c1ccc(-c2cccc(Cl)c2)o1)N1CCN(c2ccc([N+](=O)[O-])cc2)CC1	-0.9%	-0.8%	2%	31%	i	-3%	-22%	-1.8%	-2%

A portion of the library (hit frequency here may not be typical).
